DYRK1A inh – blocks rat Dyrk1A kinase activity | 310,000 tested, 0.43% active | AID 504441 | ADP-Glo luminescence, NFATc1 peptide | inhibition, % at 12.5 µM; in the data active means inhibition above about 50%;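 further: plate controls were vehicle with enzyme for no effect and no enzyme for full effect; many of its hits are not listed in these tables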
KCNQ1 pot – human KCNQ1 channel potentiation or activation; P51787; B-score at 10 µM; CHO-K1 KCNQ1, thallium flux FluxOR fluorescence; stronger effect = higher value; 310,000 tested, 0.35% active;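 active means fluorescence ratio B-score, a plate-corrected score, at least three library SD, with initial intensity B-score within 5 SD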
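System: Stable KCNQ1 CHO-K1 line | Incubation: 90 min dye loading and 20 min compound exposure, both at room temperature | Measure: Ratio B score | Medium: Assay buffer for compound exposure, DMSO matched across wells | Compound dosing: Single-concentration screen | Probe or stimulus: K+/Tl+ depolarizing stimulus | Measured by: Kinetic FluxOR fluorescence, 10 s baseline plus 110 s post-stimulus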
Platelet DG rel – modulates dense granule release in human platelets | human platelet-rich plasma, SFLLRN dense granule ATP release, luminescence | inhibition, %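 (compounds screened at 7.5 µM in platelet-rich plasma)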 | 300,000 tested, 0.22% active | AID 1663;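 active means mean replicate score, as percent of positive control, at or above 50; inconclusive means mean below 50 but at least one replicate at or above 50; inactive means mean and every replicate below 50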
KCNQ1 inh – inhibitors of human KCNQ1 potassium channel. B-score at 10 µM. P51787. 310,000 tested, 1.3% active. CHO-K1 KCNQ1, FluxOR thallium flux fluorescence; stronger effect = higher value;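 active means compounds whose thallium flux B-score, printed positive for inhibition, exceeds three library SD while starting fluorescence stays within three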;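 further: channel opened by potassium depolarization with thallium stimulus after 20 min compound exposure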
TRPC4 agonist – TRPC4 (mouse) channel activation; HEK293 TRPC4beta/mu-opioid, Fluo4 calcium fluorescence; stronger effect = higher value; B-score at 10 µM; 310,000 tested, 0.49% active;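 active means B-score above 5 SD of library B-scores, and initial fluorescence ratio not above library mean plus 5 SD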;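 further: positive B-score marks a calcium rise read as TRPC4 activation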
Target sequence (Q9QUQ5 whole entry, looked up): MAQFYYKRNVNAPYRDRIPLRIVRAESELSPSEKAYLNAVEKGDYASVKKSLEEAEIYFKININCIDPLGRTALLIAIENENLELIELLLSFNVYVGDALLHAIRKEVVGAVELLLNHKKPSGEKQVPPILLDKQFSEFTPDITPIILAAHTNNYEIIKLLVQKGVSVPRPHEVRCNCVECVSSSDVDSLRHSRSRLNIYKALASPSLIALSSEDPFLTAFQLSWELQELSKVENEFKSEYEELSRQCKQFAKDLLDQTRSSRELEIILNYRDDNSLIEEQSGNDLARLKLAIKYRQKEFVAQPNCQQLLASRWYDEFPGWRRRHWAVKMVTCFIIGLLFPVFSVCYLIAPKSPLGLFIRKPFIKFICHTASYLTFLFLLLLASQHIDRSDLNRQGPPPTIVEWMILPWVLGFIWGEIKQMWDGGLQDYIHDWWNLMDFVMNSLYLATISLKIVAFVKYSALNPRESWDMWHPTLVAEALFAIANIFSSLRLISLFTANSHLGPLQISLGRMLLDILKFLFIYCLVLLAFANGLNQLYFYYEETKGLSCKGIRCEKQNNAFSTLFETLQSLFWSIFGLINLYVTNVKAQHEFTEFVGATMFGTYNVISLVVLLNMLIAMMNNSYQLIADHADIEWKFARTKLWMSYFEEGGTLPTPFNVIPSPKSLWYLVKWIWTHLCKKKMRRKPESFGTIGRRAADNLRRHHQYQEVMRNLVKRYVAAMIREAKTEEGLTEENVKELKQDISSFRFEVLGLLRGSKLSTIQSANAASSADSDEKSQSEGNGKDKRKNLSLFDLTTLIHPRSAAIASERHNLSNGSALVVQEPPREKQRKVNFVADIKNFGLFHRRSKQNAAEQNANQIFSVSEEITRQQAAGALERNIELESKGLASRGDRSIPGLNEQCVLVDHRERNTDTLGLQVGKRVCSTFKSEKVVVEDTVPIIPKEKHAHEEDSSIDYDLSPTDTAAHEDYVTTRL
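System – HEK293 cells stably co-expressing mouse TRPC4beta and mu-opioid receptor · Signal – Fluo4 calcium-sensitive dye fluorescence, kinetic, 1 Hz baseline · Benchmarks – buffer (low) and maximal DAMGO (high) · Read-out – B score of integrated fluorescence ratio per well · Incubation – dye loading 45 min room temperature, 110 s kinetic read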
TRPC4 potent – allosteric potentiators of mouse TRPC4 channel; HEK293 TRPC4beta/mu-opioid, DAMGO EC20, Fluo-4 Ca2+ flux; stronger effect = higher value; 310,000 tested, 0.42% active; AID 2227; B-score at 10 µM; Q9QUQ5;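 active means B-score of calcium response area above 5 SD of library B-scores, with initial fluorescence ratio within 5 SD of library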;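 further: B-score of integrated fluorescence ratio over time as area under calcium response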
hERG rescue – shields human hERG channel from block by proarrhythmic agents; AID 1511; activation (rescue from dofetilide block), less the hit threshold, % at 10 µM; Q12809; CHO-hERG, FluxOR thallium flux, dofetilide IC70 present; 310,000 tested, 0.51% active;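 active means activation above the mean of controls blocked by dofetilide plus 5 SD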;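 further: thallium influx through hERG after potassium depolarization seen as dye fluorescence rise; in these data hits start at about 4.7%; inactives centre near -7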
KCNK3 block – human KCNK3 channel inhibition, primary screen | O14649 | CHO-KCNK3 thallium flux, FluxOR fluorescence; stronger effect = lower value | B-score at 10 µM | 340,000 tested, 0.84% active;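 active means B-score under library mean minus 4 SD, starting fluorescence ratio at most library mean plus 5 SD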;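 further: more negative B-score means stronger inhibition of thallium flux through KCNK3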
TRPC4 inh – blocks the mouse TRPC4 cation channel. HEK293 TRPC4beta/mu-opioid, DAMGO-evoked Fluo4 calcium flux; stronger effect = lower value. Q9QUQ5. 300,000 tested, 0.39% active. B-score at 10 µM;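 active means B-score over 3 SD under the library average, no early fluorescence shift, positive overall ratio signal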
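Signal: kinetic Fluo4 fluorescence imaging of calcium influx. Material: stable TRPC4beta/mu-opioid receptor HEK293 cells. Probe or stimulus: DAMGO in two steps, submaximal then maximal.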
KCNK9 inh – blocks the human KCNK9 two-pore domain potassium channel; Q9NPC2; HEK293 KCNK9, FluxOR thallium flux fluorescence; stronger effect = lower value; B-score at 10 µM; 310,000 tested, 1.2% active;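 active means ratio B-score over 3 SD below the library mean, with starting fluorescence within 5 SD of its mean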;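 further: negative B-score means less thallium flux so channel inhibition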
PolyA inhibitor – yeast polyadenylation inhibition | S. cerevisiae SKY197-pL101 polyadenylation reporter, beta-gal luminescence; efflux-impaired pdr1/pdr3 knockout yeast; score 100 = 6 SD above DMSO | calls only at 12 µM | 300,000 tested, 0.02% active;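 active means lowest replicate activity score at least 50, where 100 means six control SD above control mean; inconclusive means lowest score under 50 but half or more replicates reach 50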;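 further: yeast exposed to compound for 9 h at 30 °C; higher score means more reporter readthrough which indicates perturbed polyadenylation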
* hit, by the source's call; i = inactive; ? = inconclusive; . = not tested or not shown.

Screens in order – DYRK1A inh | KCNQ1 pot | Platelet DG rel | KCNQ1 inh | TRPC4 agonist | TRPC4 potent | hERG rescue | KCNK3 block | TRPC4 inh | KCNK9 inh | PolyA inhibitor
COc1ccc([N+](=O)[O-])cc1NC(=O)C(C)OC(=O)C1CCC1 (stereo unspecified)
    -9 | i | 7 | i | i | i | -15 | i | i | i | i
Cc1ccc(C)c(S(=O)(=O)N2CCN(C(=O)Cc3ccsc3)CC2)c1
    -3 | i | 25 | i | i | i | -6 | i | i | i | i
CCOC(=O)/C(C#N)=C1\CC2CCC1(C)C2(C)C (stereo unspecified)
    -3 | i | 4 | i | i | i | -21 | i | i | i | i
FC(F)(F)c1cccc(CN2CCC(c3cc(-c4cccs4)n[nH]3)CC2)c1
    2 | i | 10 | i | i | i | -18 | i | i | i | i
COc1ccc(C2CC(c3cccs3)=NN2C(=O)c2ccco2)cc1OC (stereo unspecified)
    . | i | -1 | i | i | i | -5 | i | i | i | i
COc1ccc(C(C[N+](=O)[O-])c2c(C)cc3ccccn23)cc1 (stereo unspecified)
    1 | i | -4 | i | i | i | -8 | i | i | i | .
CCOC(=O)c1ccc(Nc2nnc(C(C)(C)C)c(=O)[nH]2)cc1
    5 | i | -1 | i | i | i | -21 | i | i | i | i
O=C(Cn1[nH]c(=O)c2ccccc2c1=O)OCC(=O)N(Cc1ccccc1)Cc1ccccc1
    -1 | i | 0 | i | i | i | -2 | i | i | i | i
O=c1[nH]c(CS(=O)(=O)c2ccccc2)nc2ccccc12
    18 | i | 0 | i | i | i | -7 | i | i | i | i
CNc1ccc2nnc(C(F)(F)C(F)(F)C(F)(F)F)n2n1
    -7 | i | -2 | i | i | i | -3 | i | i | i | i
CN(C)S(=O)(=O)c1ccc(NC(=O)Cc2ccc(S(=O)(=O)N3CCOCC3)s2)cc1
    -5 | i | 1 | i | i | i | -8 | i | i | i | i
COCCNC(=S)Nc1ccc(Cl)c(Cl)c1
    15 | i | 3 | 6* | i | i | -11 | i | i | i | i
COc1cc(C(=O)Nc2nc(C)c(Cc3ccc4c(c3)OCO4)s2)cc(OC)c1OC
    3 | i | -5 | i | i | i | -12 | i | i | i | i
CC1CN(C(=O)COC(=O)c2ccc(O)cc2)CC(C)O1 (stereo unspecified)
    4 | i | -1 | i | i | i | -5 | i | i | i | i
Cc1onc(-c2ccccc2)c1C(=O)Nc1sc2c(c1C#N)CCC2
    3 | i | 2 | i | i | i | -12 | i | i | i | i
CN=C(Nc1ccccc1OC)SC1CC(=O)N(c2ccc(C(=O)OC)cc2)C1=O (stereo unspecified)
    -3 | i | -4 | i | i | i | -3 | i | i | i | i
O=C(C1CC(=O)N(c2ccc(Cl)cc2)C1)N1CCC(c2nc3ccccc3[nH]2)CC1 (stereo unspecified)
    -2 | i | 10 | i | i | i | -12 | i | i | i | i
Cn1cnc([N+](=O)[O-])c1S(=O)(=O)c1ccc(Cl)cc1
    0 | i | -1 | i | i | i | -2 | i | i | i | i
Cc1csc(N)n1
    5 | i | -4 | i | i | i | -4 | i | i | i | i
Cc1cnc(NC(=O)CSc2nnc(C)s2)s1
    -10 | i | 4 | i | i | i | -13 | i | i | i | i
COC(=O)Cc1ccc(N(Cc2ccccc2F)S(=O)(=O)c2ccc(Br)cc2)cc1
    4 | i | -3 | i | i | i | -14 | i | i | -6.9* | i
CC(C)=CCCC(C)NC(=O)NC1CCCCC1 (stereo unspecified)
    5 | i | 2 | i | i | i | 0 | i | i | i | i
CCN(CC)S(=O)(=O)c1cc(NC(=O)C2CCN(c3ncnc4sc(C)c(C)c34)CC2)ccc1Cl
    -3 | i | -7 | 6* | i | i | -17 | -9.6* | i | i | i
COc1ccc2[nH]c(=O)c(CNc3ccc(C)c(C)c3)cc2c1
    13 | i | 6 | i | i | i | -12 | i | i | i | i
O=C(CCN1CCCCC1)NCNC(=O)CCN1CCCCC1
    -1 | i | -3 | i | i | i | -17 | i | i | i | i
O=C(C1CCCN(c2ncnc3c2nc2n3CCCCC2)C1)N1CCN(c2ccc(Cl)cc2)CC1 (stereo unspecified)
    . | i | 2 | i | i | i | -11 | i | i | i | i
CCN(CC)CC(C)OC(=O)c1ccccc1Cl (stereo unspecified)
    7 | i | ? | i | i | i | -5 | i | i | i | i
O=C(c1cc(-c2cccs2)on1)N1CCCc2ccccc21
    4 | i | -5 | i | i | i | -12 | i | i | i | i
CC(=O)Nc1ccccc1OCc1nnc(-c2cccs2)o1
    6 | i | 2 | i | i | i | -8 | i | i | i | i
O=C(NC(=S)Nc1nc(-c2ccccc2)cs1)c1cccnc1
    7 | i | -5 | i | i | i | -13 | i | i | i | i
O=C(CSCc1ccco1)c1ccc(Cl)s1
    . | i | 2 | i | i | i | -2 | . | i | i | i
CN(C)CCCN(C(=O)c1ccc([N+](=O)[O-])s1)c1nc2cc3c(cc2s1)OCCO3
    0 | i | 9 | i | i | i | -17 | i | i | i | i
COc1ccc(Cc2nnc(NS(C)(=O)=O)s2)cc1
    0 | i | 3 | i | i | i | -12 | i | i | i | i
O=C(COC(=O)C1CC1)c1c[nH]c2ccccc12
    -2 | i | 3 | i | i | i | -8 | i | i | i | i
O=C(NCc1cccs1)N[C@@H](Cc1ccccc1)C(=O)O
    -5 | i | -2 | i | i | i | 0 | i | i | i | i
COc1ccccc1C(=O)Nc1nc(C)cc(C)n1
    . | i | 3 | i | i | i | -2 | i | i | i | i
CCC(=O)c1ccc(OCC(O)Cn2nc(C)c(Br)c2C)cc1 (stereo unspecified)
    -2 | i | 15 | i | i | i | -20 | i | i | i | i
O=C(NCc1ccco1)C1CCCN(c2nnc(-n3cccc3)s2)C1 (stereo unspecified)
    5 | i | -10 | i | i | i | -15 | i | i | i | i
O=C(NCCCN1CCOCC1)c1ccc(/C=C2\Oc3ccccc3N(Cc3ccccc3F)C2=O)cc1
    1 | i | -3 | i | i | i | -12 | i | i | i | i
Cc1cc(C)c(NC(=O)COC(=O)Cc2ccsc2)c(C)c1
    0 | i | 2 | i | i | i | -3 | i | i | i | i
CC(=O)NC(=S)Nc1ccc(-c2nc3ccc(C)cc3s2)cc1
    -6 | i | -2 | i | i | i | -1 | i | i | i | i
O=C(O)CCn1c(=S)oc2ccccc21
    -9 | i | -3 | i | i | i | -4 | i | i | i | i
COc1ccc(C)cc1NC(=O)C(Sc1nnc2ccccn12)c1ccccc1 (stereo unspecified)
    -1 | i | -13 | i | i | i | -13 | i | i | i | i
CCOc1ccc(CCNC(=O)c2cccc(NC3=NC4CS(=O)(=O)CC4S3)c2)cc1OCC (stereo unspecified)
    0 | i | -2 | i | i | i | -9 | i | i | i | i
O=C(CSc1nncs1)NCc1ccc(F)cc1
    0 | i | -8 | i | i | i | -7 | i | i | i | i
COCCN(C(=S)Nc1ccc(OC)cc1)C1CCN(C(C)C)CC1
    -3 | i | -11 | i | i | i | -6 | i | i | i | i
O=C(NC(NCc1ccccc1)C(Cl)(Cl)Cl)c1cccnc1 (stereo unspecified)
    -1 | i | 9 | i | i | i | -15 | i | i | i | i
Cc1ccc(/C=N/NC(=O)c2nc3nc(C)cc(C)n3n2)cc1
    -2 | i | 3 | i | i | i | -6 | i | i | i | i
COc1cccc(CN2CCN(c3cccc(C(F)(F)F)c3)CC2)c1OC
    -2 | i | -8 | i | i | i | -13 | i | i | i | i
Cc1cc(C)c2c(=O)n(CC(=O)N3CCC(Cc4ccccc4)CC3)sc2n1
    . | i | 9 | i | i | i | -4 | . | i | i | i
Cc1cccc(N2CN=C3SCC(=O)N3C2)c1
    5 | i | -2 | i | i | i | -4 | i | i | i | i
CC(c1nc2ccccc2o1)N1C(=O)c2ccccc2C1=O (stereo unspecified)
    -3 | i | -5 | i | i | i | 2 | i | i | i | i
CCOC(=O)c1cccc(NS(=O)(=O)c2c(C)[nH]c(=O)[nH]c2=O)c1
    -2 | i | 6 | i | i | i | -9 | i | i | i | i
O=C(NCc1nnc(SCC(=O)N2CCN(c3ccccc3)CC2)o1)c1ccccc1
    -5 | i | -6 | i | i | i | -5 | i | i | i | i
COc1ccc(N(C)S(=O)(=O)c2cccc(C(=O)Nc3ccc4c(c3)OCCO4)c2)cc1
    -4 | i | 5 | i | i | i | -19 | i | i | i | i
O=C(CCSCc1ccc(Cl)cc1)NCCc1ccccc1
    1 | i | 1 | i | i | i | -5 | i | i | i | i
Cc1ccc(S(=O)(=O)NC(Cc2c[nH]c3ccccc23)C(=O)O)cc1 (stereo unspecified)
    5 | i | -2 | i | i | i | -4 | i | i | i | i
CS(=O)(=O)Nc1nnc(SCC(=O)Nc2cccc([N+](=O)[O-])c2)s1
    2 | i | -1 | i | i | i | -6 | i | i | i | i
CCOC(=O)c1c(C)[nH]c(C(=O)OCC(=O)Nc2ccc(OC)c(Cl)c2)c1C
    4 | i | 2 | i | i | i | -11 | i | i | i | i
CCN(CC)C(=O)CSc1nc2cc(S(=O)(=O)N3CCOCC3)ccc2n1CC
    18 | i | -4 | i | i | i | -8 | i | i | i | i

(more compounds)
Screens in order – DYRK1A inh | KCNQ1 pot | Platelet DG rel | KCNQ1 inh | TRPC4 agonist | TRPC4 potent | hERG rescue | KCNK3 block | TRPC4 inh | KCNK9 inh | PolyA inhibitor
COc1ccc(C(=O)NCCCSC)cc1OC1CCN(C(C)C)CC1
    1 | i | 6 | i | i | i | 1 | i | i | i | i
Cc1cc(C)nc(Oc2ccc(Br)cc2)n1
    5 | i | -2 | i | i | i | -7 | i | i | i | i
Cc1ccc(S(=O)(=O)N(C)C)cc1NC(=O)COC(=O)c1ccc(Cl)cc1
    -6 | i | 10 | i | i | i | -8 | i | i | i | i
Cc1ccc(CN2CCNC2=O)cc1
    -2 | i | -3 | i | i | i | -7 | i | i | i | i
O=C(Cc1ccccc1)Nc1nnc(SCC(=O)NC2CCCC2)s1
    . | i | 5 | i | i | i | -2 | i | i | i | i
O=C(O)c1cccc(NS(=O)(=O)c2cccc(C(=O)Nc3ccccc3[N+](=O)[O-])c2)c1
    . | i | 0 | i | i | i | 1 | i | i | i | i
CCOc1ccc(CCNC(=O)COC(=O)C2CCN(c3ccc(C(F)(F)F)cn3)CC2)cc1OCC
    . | i | -1 | i | i | i | -12 | i | i | i | i
Cc1ccc(C(=O)N2CCCC(c3ccc(Cl)cc3)=N2)cc1
    7 | i | -2 | i | i | i | -7 | i | i | i | i

Screening data (PubChem BioAssay)

A portion of the library; count on the stated rates, not on these rows.
